From PubChem
14-3-3g Raf – 14-3-3 gamma protein interaction modulation; inhibition, % at 40 µM; AID 422; P61981; FP, 14-3-3gamma / TMR-pS259-Raf peptide binding; 160,000 tested, 0.19% active; in the data active = inhibition above about 30%;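 note: 0% = protein plus tracer without compound and 100% = blank with tracer alone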
Target sequence (P61981 whole entry, looked up): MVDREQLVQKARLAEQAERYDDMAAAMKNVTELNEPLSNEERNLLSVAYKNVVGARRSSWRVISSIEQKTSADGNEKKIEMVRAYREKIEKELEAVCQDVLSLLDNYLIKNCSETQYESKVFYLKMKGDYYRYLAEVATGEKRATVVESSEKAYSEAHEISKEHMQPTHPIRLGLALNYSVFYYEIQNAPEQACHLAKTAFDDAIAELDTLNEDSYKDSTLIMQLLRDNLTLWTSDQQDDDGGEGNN
Starred values were filed as active, the others as inactive; & = joins results of further samples. An excerpt, so the mix of outcomes need not match the whole.

The opening five records, to show the layout:
Structure,14-3-3g Raf
CCCC1(C(=O)OC)NC(c2cccc(F)c2)C2C(=O)N(CC)C(=O)C21 (configuration not stated),-10.3
O=C1C2CC(Br)C(Br)CC2C(=O)N1c1ccc(O)cc1 (configuration not stated),-2.4
CN1c2ccccc2N(C)C1c1c(O)ccc2ccccc12,7.7
COc1ccc(NC(=O)c2ccc(NS(=O)(=O)c3c(C)noc3C)cc2)cc1Cl,-11.5
COc1ccccc1CNC(=O)C1c2ccccc2C(=O)N(C)C1c1cn(C)c2ccccc12 (configuration not stated),-2.3

The listing, from the start:
Structure,14-3-3g Raf
CCCC1(C(=O)OC)NC(c2cccc(F)c2)C2C(=O)N(CC)C(=O)C21 (configuration not stated),-10.3
O=C1C2CC(Br)C(Br)CC2C(=O)N1c1ccc(O)cc1 (configuration not stated),-2.4
CN1c2ccccc2N(C)C1c1c(O)ccc2ccccc12,7.7
COc1ccc(NC(=O)c2ccc(NS(=O)(=O)c3c(C)noc3C)cc2)cc1Cl,-11.5
COc1ccccc1CNC(=O)C1c2ccccc2C(=O)N(C)C1c1cn(C)c2ccccc12 (configuration not stated),-2.3
CCc1ccc(C(Nc2ccccn2)c2ccc3ccc(C)nc3c2O)cc1 (configuration not stated),4.5
Cc1ccc(C2=NN(S(=O)(=O)c3ccc(C)cc3)C(c3ccc(Br)cc3)C2)cc1 (configuration not stated),-210.7
O=c1[nH]c(CN2CCCCC2)nc2c1C1(CCCCC1)Cc1ccccc1-2,-14.5
COc1ccc(CN2CCN(C(=O)c3ccco3)CC2)cc1OCc1ccccc1,-1.6
CCOc1cc(C2Nc3ccccc3NC3=C2C(=O)CC(c2ccc(OC)cc2)C3)cc(Br)c1O (configuration not stated),-12.1
O=C(CC1Nc2ccccc2NC1=O)NCCCN1CCCCCC1 (configuration not stated),-0.5
O=C(Nc1ccc2c(c1)OCO2)c1nn2c(C(F)(F)F)cc(-c3cc(Br)cs3)nc2c1Br,-20.2
CCc1ccccc1Nc1cc(C(=O)NC2CCCC2)c2ccccc2n1,-91.6
Cc1ccc(S(=O)(=O)N(CCC#N)C2CCCCC2)cc1,-6.1
Cc1cccc(NC(=O)CS(=O)(=O)c2cn(Cc3cccc(F)c3)c3ccccc23)c1,-0.2

Structure,14-3-3g Raf
COc1ccc(Nc2cc(N3CCC(=O)CC3)c3noc4c3c2C(=O)c2ccccc2-4)cc1,-275.3
Cc1ccc2[nH]c3c(c2c1)CCc1nonc1-3,3.8
O=C(O)CCC(=O)Nc1ccc([N+](=O)[O-])cc1,-4.2
O=C(CSc1nnc(CNc2ccc(F)cc2)o1)N1CCN(C(=O)c2ccco2)CC1,-5.7
CCCOc1ccc(C(=O)Nc2ccc(NC(=O)c3ccccc3)c(C)c2)cc1,-3.3
COC(=O)c1sccc1NC(=O)c1ccc(Cl)s1,2.6
CC(Oc1ccc2c(-c3ccccc3)cc(=O)oc2c1)C(=O)O (configuration not stated),-2.9
CC(=O)C1=C(O)C(=O)N(CCC(=O)O)C1c1ccc(Br)cc1 (configuration not stated),-0.7
CCn1c(=S)[nH]c2c(c1=O)C(C)(C)Cc1ccccc1-2,-14.3
O=C(CSc1n[nH]c(=O)n1C1CC1)Nc1cc(Cl)ccc1Oc1ccccc1,5.7
Cc1ccc(-c2nn3c(C)nnc3s2)cc1NC(=O)c1cccs1,-2.3
Cn1cc(C2NC(=O)c3c(sc4c3CCCC4)N2)c2ccccc21 (configuration not stated),-6.8
Cc1ccc2nc(N3CCCC3)nc(-c3ccccc3)c2c1,1.9
Cc1onc(-c2ccccc2Cl)c1C(=O)N(CC#N)CC#N,-19.5
CC1=C(C(=O)Nc2ccccc2)C(c2ccco2)C(C#N)=C(SCC(=O)Nc2cccc(C)c2C)N1 (configuration not stated),-6.7

Structure,14-3-3g Raf
COc1ccc(OC)c(NC(=O)CCNS(=O)(=O)c2cccs2)c1,1.9&-2.6
O=C(NCc1cccs1)C(NS(=O)(=O)c1cccc2nsnc12)c1ccccc1 (configuration not stated),-1.9
Clc1ccc2c(c1)C1OCCC1C(c1ccco1)N2 (configuration not stated),12.9
CCS(=O)(=O)Nc1ccc(C2=NN(S(=O)(=O)CC)C(c3ccccc3F)C2)cc1 (configuration not stated),-279.0
CCc1c(C)nc2c(C#N)c[nH]n2c1=O,-8.1&-3.0
CC(N=C(NC#N)Nc1ccncc1)C(C)(C)C (configuration not stated),1.8
Cc1cccc(C)c1OCCCCc1c(C)n[nH]c1C,-6.9
CC(C)(C)c1nnc(NC(=O)c2cccs2)s1,-4.0
COCCn1c(=S)[nH]c2cc(C(=O)N3CCC(C(N)=O)CC3)ccc2c1=O,-2.8
CCC(=O)N1CCc2cc(Br)cc(S(=O)(=O)N3CCCC(C(=O)NCc4ccccc4Cl)C3)c21 (configuration not stated),-24.2
COc1ccc(-c2c(C(F)(F)F)oc3c(CN(C)C4CCCCC4)c(O)ccc3c2=O)cc1OC,3.0
Cc1cccc(CC2CC(=O)N(c3ccccc3)C2=O)c1 (configuration not stated),-3.6&6.0
CC(=O)C1=C(O)C(=O)N(CCc2ccccc2)C1c1ccc([N+](=O)[O-])cc1 (configuration not stated),-1.6
CN(C)S(=O)(=O)N1CCC(c2ccc(F)cc2)C(COc2ccc3c(c2)OCO3)C1 (configuration not stated),-1.3
CCC(=O)N1c2ccccc2-c2nnc(SC)nc2OC1c1ccc(C(=O)O)cc1 (configuration not stated),8.8

Structure,14-3-3g Raf
Cc1ccc(N(C(=O)CNC(=O)c2ccco2)C(C(=O)NC2CCCC2)c2cccnc2)cc1C (configuration not stated),4.4
CN1CCN(C(=O)CSc2cc(=O)n(C)c3ccccc23)CC1,-6.6
O=C1CC(C(=O)NC2CCCCC2)(c2ccccc2F)N1Cc1ccc(F)cc1 (configuration not stated),2.2
Cc1ccc2[nH]c(=O)c(N3CCOCC3)c(-c3ccccc3)c2c1,-4.2
CCC(C)n1c(=O)c(C(=O)Nc2ccccc2S(N)(=O)=O)c(O)c2ccccc21 (configuration not stated),-4.1
CCCCc1cc2c(c(NC(=O)CC)n1)c(=O)oc1ccccc12,-12.2
COC(=O)C1=CN(CC2CCCO2)C=C(C(=O)OC)C1c1cc(OC)c(OC)c(OC)c1 (configuration not stated),-0.6
O=c1oc2c3ccccc3oc(=O)c2c2ccccc12,-9.0
O=C(c1ccc(Cl)cc1)C1CCN(C(=O)NC2CCCCC2)CC1,-2.1
CC(C)(C)NC(=O)COC(=O)c1ccc(S(=O)(=O)N2CCCCCC2)cc1,-6.8
CN(Cc1nc2ccccc2n1C)S(C)(=O)=O,-2.1
O=C(CSc1nc2c(c(=O)n1-c1ccc(Br)cc1)SCC2)c1ccc(Cl)cc1,-10.9
Cc1ccccc1OCC(=O)Nc1sc2c(c1C(N)=O)CCCC2,-10.2
C=CCNC(=O)c1noc2c1CC(C(C)(C)C)CC2 (configuration not stated),-4.0
Cc1c(CC(C)C)nc(N)c(C#N)c1-c1ccccc1,-4.2

Structure,14-3-3g Raf
O=C(COc1ncnc2ccccc12)c1ccc2c(c1)OCCO2,-2.8
Cn1cnnc1SCC(=O)n1c2ccccc2c2ccccc21,-3.2
CCn1c(SCC(=O)c2cc(C)n(CC3CCCO3)c2C)nc2ccccc21 (configuration not stated),1.8
COc1ccc(CN(C(=O)C(F)(F)F)C2CC(=O)N(c3ccccc3)C2=O)cc1 (configuration not stated),7.3
COc1ccc(NC(=O)c2ccc(N3CC4CC(C3)c3cccc(=O)n3C4)c(NC(=O)c3cccs3)c2)cc1Cl (configuration not stated),-11.6
CCCCC1CCC(C(=O)Nc2c3c(nn2-c2ccc(F)cc2)CSC3)CC1 (configuration not stated),-4.3
COC(=O)C1C(=O)c2c([nH]c(C(=O)OCCOC(C)C)c2C)CC1C (configuration not stated),-4.9
O=C(O)c1cccc(Nc2nc(N3CCOCC3)nc(N3CCOCC3)n2)c1,-6.8
O=c1c2ccccc2nc(SCc2cccc(F)c2)n1CC1CCCO1 (configuration not stated),0.8
CC(C)Oc1ccc(C2C(C(=O)c3ccco3)=C(O)C(=O)N2CCCN(C)C)cc1 (configuration not stated),-15.5
CC1=C(C(=O)OCc2ccc(C)cc2)C(c2cccc([N+](=O)[O-])c2)NC(=O)N1 (configuration not stated),9.5
O=C(CN1CCN(c2ccccc2)CC1)Nc1cccc(C(F)(F)F)c1,-2.9
CC(=O)C(C(=O)C(F)(F)F)C12CC3CC(CC(C3)C1)C2 (configuration not stated),2.8
Cc1ccc2c(c1)CC1(CN2C)C(=O)OC2(CCCCC2)OC1=O,-1.4
O=C1c2ccccc2-c2onc3ccc(NCc4ccco4)c1c23,81.9*

Structure,14-3-3g Raf
Cn1c(CSc2nc3ccccc3s2)nnc1SCC(=O)NCCN1CCOCC1,-1.8
COc1cc2c(cc1OC)C(COc1ccc([N+](=O)[O-])cc1)N(C(=O)c1ccccc1C)CC2 (configuration not stated),-3.4
CC(c1ccccc1)C(CC(=O)O)C(=O)NC1CCCCC1 (configuration not stated),2.2
Clc1ccc(-c2nn3c(-c4ccccn4)nnc3s2)c(Cl)c1,-12.1
COc1ccccc1-n1cnc2cc(C(=O)NCc3ccc(F)cc3)ccc21,-73.6
O=C1Nc2cc(C(=O)N3CCCCC3)ccc2SC1N1CCCCC1 (configuration not stated),-2.8
Cc1cccc(NC(=O)C2C3C=CC4(O3)C2C(=O)N(Cc2ccccc2Cl)C4C(=O)NC2CCCC(C)C2C)c1 (configuration not stated),-14.7
Cc1cc(C)cc(Nc2cc(C(=O)N3CCOCC3)c3ccccc3n2)c1,-8.1
O=C(O)c1ccc2c(c1)ncn2C1CCCCCC1,0.7
O=S(=O)(Nc1ccccc1Cl)c1ccc2nc(-c3ccccc3)[nH]c2c1,-0.1
c1coc(-c2nnc(-c3cccs3)o2)c1,-1.5
O=C(Nc1nc(-c2cccc([N+](=O)[O-])c2)cs1)c1cccc([N+](=O)[O-])c1,-6.9
C=CCN1C(=O)C(O)(c2c(C)[nH]c3ccccc23)c2cc(Br)ccc21 (configuration not stated),5.8
COc1cc(NC(=O)c2nn3c(c2Br)NC(c2cccs2)CC3C(F)(F)F)c(OC)cc1Cl (configuration not stated),2.8
COC(=O)c1ccccc1NC(=O)Cn1c(SCc2ccccc2)nc2ccccc21,1.4

Structure,14-3-3g Raf
COC(=O)c1cc2sccc2n1CC(=O)N1CCCc2ccccc21,-0.7
O=C1CNC(=O)c2c(nc3n2CCC3)N1,-9.1
O=C1c2ccccc2-c2onc3c(N4CCN(c5ccccn5)CC4)cc(Nc4ccc5c(c4)OCCO5)c1c23,-10.0
CC(C)c1ccc(CNc2cccc(-c3nc4ccccc4o3)c2)cc1,-41.1
O=C(Nc1cccnc1)c1ccc(Cl)cc1[N+](=O)[O-],-12.5
CNC(=O)C1=C(C)NC(=S)NC1c1ccccc1F (configuration not stated),-9.7
O=c1c2c3nc4ccccc4nc3n(CCN3CCOCC3)c2ncn1CCN1CCOCC1,-10.7
COc1ccc2cc3cc(C(=O)NCCCN(C)Cc4ccccc4)oc3nc2c1,-13.2
Cc1onc(-c2ccccc2Cl)c1C(=O)N1CCC(C(N)=O)CC1,-2.4
O=C(NCC1OCCc2ccccc21)c1ccc(F)cc1 (configuration not stated),5.6
COC(=O)CSc1nnc(-c2cccnc2)n1-c1cccc(OC)c1,-6.7
Cc1c(Cl)cccc1NC(=O)CSCc1cc(=O)[nH][nH]1,-7.5
Cc1ccc(S(=O)(=O)C(C#N)c2nc3ccccc3nc2N2CCCC2)cc1C (configuration not stated),-86.8
O=C(c1cnn2c1NC(c1ccco1)CC2C(F)(F)F)N1CCSCC1 (configuration not stated),-17.7
CCn1c(COc2ccc(C)cc2)nnc1SCC(=O)C(C)(C)C,1.4

Structure,14-3-3g Raf
O=C(CSc1ccccc1)Nc1cccnc1,-4.2
CC1=C(C)CS(=O)N(c2ccc(S(N)(=O)=O)cc2)C1 (configuration not stated),9.5
Clc1ccc2nc(-c3ccccn3)c(Nc3ccc4c(c3)OCCO4)n2c1,-18.5
c1ccc(OCc2nc3ccccc3n2-c2ccccc2)cc1,-7.3
CCC(C)NC(=O)C1(C)CCC(=O)N1Cc1cccs1 (configuration not stated),1.7
O=[N+]([O-])c1ccc(-c2cc(-c3ccccc3)nc(-c3ccccc3)c2)cc1,8.6
Cc1ncc(CO)c2cc(C(=O)Nc3ccccc3Cl)c(=O)oc12,-8.6
COCCSc1nc2c(c(=O)[nH]c(=O)n2C)n1CCC(C)C,0.9&4.3
CSc1nnc2c(n1)OC(c1ccc(Br)o1)N(C(C)=O)c1ccc(Br)cc1-2 (configuration not stated),-66.2
Cc1cc(Oc2ccc(-c3cnc4ccccc4n3)cc2[N+](=O)[O-])ccc1Cl,-12.9
Cc1ccc2nsnc2c1NC(=O)C(C)C,-6.8
CCc1ccccc1NC(=O)c1ccc(F)c(S(=O)(=O)N(CC)c2cccc(C)c2)c1,-4.2
O=C(c1cc2c(=O)n3ccccc3nc2s1)N1CC=C(c2ccccc2)CC1,-35.0
Cn1c(=O)c2c(nc(Br)n2CCSc2nnnn2-c2ccccc2)n(C)c1=O,-4.5
CCOC(=O)C1=C(C)NC2=C(C(=O)CC(c3ccccc3)C2)C1c1cccnc1 (configuration not stated),-4.1

Some of these compounds in order of their number in 14-3-3g Raf, ascending.
Structure,14-3-3g Raf
O=C(c1cc2c(=O)n3ccccc3nc2s1)N1CC=C(c2ccccc2)CC1,-35.0
c1ccc(OCc2nc3ccccc3n2-c2ccccc2)cc1,-7.3
O=C(CSc1ccccc1)Nc1cccnc1,-4.2
CCC(C)NC(=O)C1(C)CCC(=O)N1Cc1cccs1 (configuration not stated),1.7
